HCV NS3 hel inh = HCV NS3 helicase inhibition; NS3 helicase DNA unwinding, Cy5 molecular beacon fluorescence; inhibition, % at 10.9 µM; 290,000 compounds, 0.56% hits; AID 1800;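 active means inhibition above the mean of all tested compounds plus 3 SD, set per campaign, cut at about 35% in these data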;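 further: 0% = DMSO wells and 100% = thioflavine S control wells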
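System: NS3 helicase fragment of HCV / Schedule: 1 h at 25 °C / Control set: DMSO alone as 0% and 110 µM thioflavine S as 100% / Reagent: Cy5/quencher beacon DNA duplex and ATP to start / Technique: Cy5 fluorescence / Replication: singlicate / Evaluation: % inhibition of end-to-start signal ratio versus controls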
PHOSPHO1 block = PHOSPHO1 (human) inhibition | Q8TCT1 | recombinant PHOSPHO1, absorbance phosphatase assay | inhibition, % at 13.3 µM | 290,000 compounds, 1.1% hits | AID 1565; in the data active means inhibition above about 60%
DNA FID counter = fluorescent intercalator displacement, NS3 helicase counter-screen. inhibition, % at 7.9 µM. DNA fluorescent intercalator displacement, fluorescence. 290,000 compounds, 0.17% hits; in the data active means inhibition above about 37%;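 further: 0% = vehicle and 100% = reference compound; higher means more ethidium bromide displaced from hairpin DNA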
V1aR counter = V1a receptor agonism, counter-screen for OXTR agonists; CHO-V1R cells, Fluo-8 calcium fluorescence, agonist mode; 0% DMSO, 100% 3 nM vasopressin; activation, % at 3 µM; 320,000 compounds, 0.25% hits; P37288;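 active means activation above the mean activation of all tested compounds plus 3 SD, per screening run, cut at about 20% in these data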;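 further: signal is peak over basal fluorescence ratio across a 100 second FLIPR read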
Target sequence (P37288 whole entry, looked up): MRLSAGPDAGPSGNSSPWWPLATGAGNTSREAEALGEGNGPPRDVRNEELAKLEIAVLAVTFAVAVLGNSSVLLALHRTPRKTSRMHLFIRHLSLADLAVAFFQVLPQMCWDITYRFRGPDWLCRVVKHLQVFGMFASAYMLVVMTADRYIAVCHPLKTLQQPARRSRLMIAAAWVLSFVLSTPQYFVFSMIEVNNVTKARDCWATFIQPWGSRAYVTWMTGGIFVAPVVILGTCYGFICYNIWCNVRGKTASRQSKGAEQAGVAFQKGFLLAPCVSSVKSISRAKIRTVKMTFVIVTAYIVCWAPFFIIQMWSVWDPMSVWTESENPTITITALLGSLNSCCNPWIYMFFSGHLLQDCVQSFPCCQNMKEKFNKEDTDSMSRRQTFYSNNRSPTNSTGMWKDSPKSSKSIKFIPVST
IMP-1 inhibitor = inhibitors of Pseudomonas aeruginosa IMP-1 metallo-beta-lactamase; inhibition, % at 5.6 µM; 290,000 compounds, 0.45% hits; purified IMP-1, nitrocefin hydrolysis, epi-absorbance fluorescence; AID 1556;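 active means inhibition above the mean plus 3 SD of all compounds in the same screening run, cut at about 4.5% in these data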;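 further: 0% = IMP-1 with DMSO and 100% = DMSO wells lacking enzyme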
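Material – recombinant IMP-1 enzyme, purified · Amount – IMP-1 0.2 nM before substrate addition · Medium – HEPES buffer pH 7.1 with ZnSO4 and Brij 35 · Timing – 25 °C, 15 min preincubation, 25 min reaction · Measured by – plate fluorescence quenching by hydrolysis product, ex 480/em 530 nm · Read-out – percent enzyme inhibition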
GalR3 antagonist = antagonists of human GalR3 | inhibition, % at 3 µM | 360,000 compounds, 0.44% hits | HEK293 GalR3-CNG cAMP membrane potential fluorescence; galR3 body fused to GalR1 C-terminus | O60755;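 active means inhibition above the screen-wide average plus 3 SD, cut at about 13% in these data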;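 further: forskolin and galanin both at EC90 stimulate the cells; cAMP rise reported by CNG channel membrane potential dye signal; 0% = forskolin plus galanin with DMSO and 100% = forskolin alone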
Target sequence (O60755 1-299 limits assumed): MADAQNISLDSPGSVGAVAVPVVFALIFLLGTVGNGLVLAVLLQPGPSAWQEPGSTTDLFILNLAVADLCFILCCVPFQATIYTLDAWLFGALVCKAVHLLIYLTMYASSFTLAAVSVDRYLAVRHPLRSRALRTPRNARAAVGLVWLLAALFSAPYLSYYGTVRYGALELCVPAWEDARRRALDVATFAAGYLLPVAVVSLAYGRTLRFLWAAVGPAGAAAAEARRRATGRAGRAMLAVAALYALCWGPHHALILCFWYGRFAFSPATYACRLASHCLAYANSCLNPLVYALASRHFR
VIM-2 inhibitor = blocks Pseudomonas aeruginosa VIM-2 metallo-beta-lactamase | purified VIM-2, nitrocefin hydrolysis, epi-absorbance fluorescence | 290,000 compounds, 0.89% hits | AID 1527 | inhibition, % at 5.6 µM;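 active means inhibition above the mean of all tested compounds plus 3 SD, cutoff set per screening run, cut at about 7.5% in these data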;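 further: red hydrolysis product quenches plate fluorescence so inhibitors raise well fluorescence; 0% = enzyme with DMSO and 100% = DMSO without enzyme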
OXTR agonist = agonists of human oxytocin receptor; P30559; CHO-OTR cells, Fluo-8 calcium fluorescence; normalized: DMSO 0%, oxytocin 100%; activation, % at 3 µM; 320,000 compounds, 0.32% hits; AID 2435;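 active means activation above the mean of all tested compounds plus 3 SD, cutoff set per screening run, cut at about 20% in these data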;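 further: peak over basal fluorescence ratio from a 100 s FLIPR kinetic read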
GPR7 antagonist = antagonists of human GPR7 (neuropeptides B/W receptor 1). inhibition, % at 4.4 µM. 290,000 compounds, 1.1% hits. P48145. GPR7-expressing cells, fluorescence antagonist assay; in the data active means inhibition above about 16%, passing the limit was not always enough;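 further: cells stimulated with the agonist NPW; 0% = agonist with vehicle and 100% = vehicle without agonist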
Target sequence (P48145 whole entry, looked up): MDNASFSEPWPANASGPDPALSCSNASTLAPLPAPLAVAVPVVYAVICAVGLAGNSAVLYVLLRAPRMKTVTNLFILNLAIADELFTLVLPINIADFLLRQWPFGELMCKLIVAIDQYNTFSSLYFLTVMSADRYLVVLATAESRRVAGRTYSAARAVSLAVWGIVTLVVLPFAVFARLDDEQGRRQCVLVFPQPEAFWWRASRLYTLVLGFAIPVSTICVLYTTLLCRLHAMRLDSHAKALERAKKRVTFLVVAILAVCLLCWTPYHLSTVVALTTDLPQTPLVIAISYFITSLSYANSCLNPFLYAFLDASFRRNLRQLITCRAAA
The depositor's hits bear a star; / = no result given.

Below each SMILES – HCV NS3 hel inh | PHOSPHO1 block | DNA FID counter | V1aR counter | IMP-1 inhibitor | GalR3 antagonist | VIM-2 inhibitor | OXTR agonist | GPR7 antagonist
COc1ccc(C)cc1S(=O)(=O)N1CCN(c2cccc(C(F)(F)F)c2)CC1
 : -6 | 9 | -27 | 0.9 | -3.1 | -3 | -2.6 | 1.2 | -11
O=C(c1ccccc1)c1c[nH]c(C(=O)NCc2cccnc2)c1
 : -3 | 1 | -5 | 1.1 | -0.8 | -5 | -2.1 | -0.2 | 24
CC(C)CCn1c(N)c(S(=O)(=O)c2cccs2)c2nc3ccccc3nc21
 : 8 | -3 | -10 | 6.0 | -0.5 | -9 | -4.4 | 6.8 | -17
S=C1NCN(Cc2cccnc2)CN1
 : 2 | 24 | -2 | 1.4 | -2.0 | -3 | -0.2 | -1.0 | -7
CCCCN(Cc1ccccc1)C(=O)c1cnc2n(c1=O)CCS2
 : 7 | 36 | -17 | 0.9 | -3.9 | -2 | -2.7 | 1.3 | -12
O=C(O)c1coc2ccccc12
 : -1 | 57 | 4 | 0.8 | -4.7 | / | -2.0 | -0.2 | -12
CCOC(=O)c1cc(-c2ccc(C)cc2)n(CCC(=O)N2CCN(c3ccccn3)CC2)c1C
 : -18 | -12 | -38 | 0.2 | -2.5 | -2 | -0.5 | -0.9 | -4
CCOC(=O)CNC(=O)c1c2c(nc3ccccc13)CCCC2
 : 8 | -1 | 3 | 0.0 | -3.5 | -8 | -2.5 | -1.1 | -15
Cc1ccc(C(=O)Nc2ccc(C(=O)O)cc2)cc1S(=O)(=O)NCc1ccccc1
 : -13 | -1 | -19 | 0.2 | -2.0 | -4 | -2.6 | 0.2 | -11
O=C(N/N=C/c1ccnc2ccccc12)c1ccccc1O
 : 20 | -8 | -14 | / | -1.8 | 7 | 0.3 | / | 6
O=C1CC(N2CCCN(C3CC(=O)N(c4ccc(F)cc4)C3=O)CC2)C(=O)N1c1ccc(F)cc1 (stereo not given)
 : 8 | -13 | -1 | 0.1 | 2.3 | 1 | 5.4 | -0.3 | 5
CC(C)C[C@H](NC(=O)c1nc[nH]c1C(=O)N1CCN(c2ccccc2)CC1)C(=O)OCc1ccccc1
 : / | 22 | / | -1.1 | / | -8 | / | -1.2 | /
O=C(CCC(=O)N1CCSc2ccccc21)NCCc1ccccc1
 : -3 | 18 | -33 | 0.6 | -1.6 | / | -2.6 | -0.5 | 2
O=C(COC(=O)c1cccs1)c1ccc2c(c1)OCCO2
 : -6 | 11 | -5 | 1.0 | -2.9 | -5 | -3.6 | 1.2 | -4
CCN(CC(=O)Nc1ccc(S(=O)(=O)N2CCCC2)cc1)CC(=O)Nc1cccc(OC)c1
 : 0 | 20 | -2 | 1.1 | 13* | 2 | -3.7 | 6.1 | -11
O=C(O)c1cc2c(N3CCC(Cc4ccccc4)CC3)ncnc2s1
 : 10 | 46 | -27 | 1.2 | -0.8 | -3 | -1.8 | 0.2 | -14
Cc1ccc(S(=O)(=O)c2c(N)n(CC3CCOC3)c3nc4ccccc4nc23)cc1 (stereo not given)
 : -6 | -47 | -17 | -0.2 | -1.1 | -8 | -1.4 | -0.6 | -8
COCC(=O)N1CCC(n2nnc3cc(C(F)(F)F)ccc32)CC1
 : 4 | 25 | 1 | 1.6 | -3.5 | -3 | -3.1 | 2.1 | -2
O=C(NC1CCCCCC1)c1ccc(CS(=O)Cc2ccccc2Cl)o1 (stereo not given)
 : -2 | 24 | -49 | 3.6 | -4.7 | 0 | -2.1 | -0.1 | -12
CCN(c1ccccc1)S(=O)(=O)c1ccc(C(=O)N(CCN(C)C)c2nc3c(F)cc(F)cc3s2)cc1
 : 0 | 41 | 3 | 0.7 | -3.4 | / | -1.1 | 0.1 | -12
CCOc1ccc(-n2c(SCC(=O)OC)nc3sc4c(c3c2=O)CCN(C)C4)cc1
 : -33 | 1 | -5 | / | 1.1 | -10 | -1.4 | / | 0
O=C1NN=C(c2ccccc2)CC1c1ccc(Cl)cc1Cl (stereo not given)
 : 3 | -26 | -5 | -0.6 | -3.8 | -4 | -3.6 | -2.4 | -8
O=C(O)CCCNC(=O)/C(=C\c1ccccc1F)NC(=O)c1ccccc1
 : 2 | 52 | -4 | 3.1 | -0.3 | -2 | 0.6 | 0.9 | -14
COc1ccc(OCC(=O)Nc2ccc3c(c2)nc(CCN2CCC(C)CC2)n3C)cc1
 : -1 | 28 | 12 | 2.3 | -1.2 | 2 | -2.4 | -0.2 | 3
Cc1ccnc(Sc2ccc([N+](=O)[O-])cc2[N+](=O)[O-])n1
 : 1 | 37 | 4 | -1.1 | -5.5 | -2 | -2.6 | -1.4 | -11
O=C(O)c1cc([N+](=O)[O-])ccc1NCc1ccccc1
 : 21 | 13 | -9 | 0.3 | 0.2 | -3 | 2.9 | 1.6 | 5
Cc1c(C(=O)c2ccc(F)cc2)c2ccccn2c1CCc1ccccn1
 : 5 | -68 | 1 | 0.2 | -4.1 | -3 | -0.1 | -0.1 | -1
O=S(=O)(O)CCN1CCOCC1
 : -7 | 0 | 3 | 0.0 | -3.6 | 4 | -1.1 | 0.1 | -7
CC(C)Nc1nc(N(c2ccccc2)c2ccccc2)nc(-n2ccnc2)n1
 : 11 | 35 | 0 | 0.2 | -3.5 | -4 | -5.0 | -0.6 | -12
Cn1cc(S(=O)(=O)NCc2ccc3c(c2)OCO3)c(C(F)(F)F)n1
 : 3 | 0 | -5 | 0.1 | -1.1 | -3 | -1.9 | 1.3 | 7
O=C(c1ccco1)N1N=C2CCCCCC2C1(O)C(F)(F)F (stereo not given)
 : 7 | -1 | -10 | -1.2 | -3.1 | -6 | -1.9 | -2.6 | -17
Cc1cccc(NC(=S)NNC(=S)NC2CCCCC2)c1C
 : 6 | -12 | -24 | -0.7 | -3.7 | -4 | -4.3 | -0.5 | -5
COc1ccc(C(=O)CC2OC(=O)c3c2ccc(OC)c3OC)cc1 (stereo not given)
 : 0 | -12 | -16 | 4.3 | -0.1 | -1 | 0.8 | 4.1 | 1
Cc1ccc([C@@H]2[C@@H]3C(=O)N(c4ccccc4)C(=O)[C@@H]3[C@]3(C)C(=O)N(Cc4ccccn4)CC(=O)N23)o1
 : 16 | -19 | -23 | 0.1 | -4.2 | -1 | -1.7 | -0.4 | 0
CCC(C(=O)Nc1ccccc1C(=O)N1CCOCC1)N1C(=O)c2ccccc2C1=O (stereo not given)
 : -11 | 3 | 0 | 0.2 | -2.2 | -8 | -3.2 | -0.5 | -2
Cn1cnnc1SCc1ccccc1[N+](=O)[O-]
 : 9 | 25 | -2 | 0.8 | -2.0 | -2 | -1.8 | 0.1 | -13
Cc1ccccc1CS(=O)(=O)CCC(=O)N1CCN(c2ccc(N3CCOCC3)nn2)CC1
 : 4 | 10 | -23 | 0.0 | -5.5 | -8 | -3.2 | -0.3 | -9
CC(=O)N=c1sc2ccccc2n1C
 : 2 | -36 | -1 | -0.7 | 0.0 | -3 | -0.4 | -0.4 | -9
CCOc1ccc(-c2nn(-c3ccccc3)cc2/C=C2\SC(N)=NC2=O)cc1C
 : -3 | 14 | -1 | 0.2 | -3.3 | -3 | -0.9 | -0.8 | -7
O=C(CSc1cc(Cl)ccc1Cl)NCC(=O)Nc1ccc(F)c(F)c1F
 : -2 | -3 | -7 | 0.6 | -1.2 | -1 | -3.9 | -1.8 | -5
S=C(NNc1ccc2ccccc2c1)NC1CCCCC1
 : -6 | -22 | 0 | 0.6 | -3.9 | -11 | -0.1 | -1.8 | -6
Cc1cc(NC(=O)c2cc([N+](=O)[O-])cc([N+](=O)[O-])c2C)no1
 : 22 | -3 | -2 | 17 | -0.5 | -6 | -1.9 | -0.8 | 3
CCOC(=O)Cn1cnc2c(cnn2-c2ccc(Cl)cc2)c1=O
 : 1 | 18 | -3 | 3.0 | 2.7 | -5 | -0.7 | 1.7 | -13
CCn1nc(C(=O)OCC(=O)c2c[nH]c3ccccc23)c2ccccc2c1=O
 : -8 | 18 | -8 | 1.7 | -2.2 | -3 | -2.8 | 0.0 | -12
Nc1cc(=O)[nH]c(SCCNS(=O)(=O)c2ccccc2)n1
 : -3 | -28 | -5 | 1.1 | -3.2 | 1 | -0.4 | 1.1 | -1
CCC(=O)OCCNc1cc(SCCC(=O)OC)c2nonc2c1[N+](=O)[O-]
 : -3 | -4 | 3 | 0.6 | -4.5 | 4 | -1.4 | -0.7 | -4
S=c1[nH]nc(-c2cc(-c3ccco3)[nH]n2)n1-c1ccccc1
 : 18 | 20 | -14 | 0.8 | 1.3 | -2 | 4.7 | 0.6 | -3
Cc1ccc[n+](CC2OCc3ccccc3CO2)c1
 : -4 | 30 | 10 | 0.3 | -1.0 | 3 | -2.9 | -0.2 | -9
Cc1sc2ncnc(N=Nc3c(O)[nH]c4ccccc34)c2c1C
 : 7 | -71 | 4 | 0.4 | -3.5 | -8 | -0.2 | 0.4 | -5
CCOC(=O)c1ccc(NC(=O)CC2SC3=NCCN3C2=O)cc1 (stereo not given)
 : -1 | 16 | -3 | -0.6 | -3.5 | -1 | -1.3 | -1.0 | -11

Going on with the list.
Below each SMILES – HCV NS3 hel inh | PHOSPHO1 block | DNA FID counter | V1aR counter | IMP-1 inhibitor | GalR3 antagonist | VIM-2 inhibitor | OXTR agonist | GPR7 antagonist
O=C(CSc1nc2ccccc2[nH]1)NCCN1CCCCC1
 : -2 | 65* | 1 | 1.4 | -3.9 | -2 | -2.5 | 1.1 | -9
CN(CCc1cnn(C)c1)Cc1nc(Cc2ccccc2)no1
 : 0 | 1 | -7 | 1.4 | -1.8 | -3 | -1.8 | 1.8 | -4
Oc1c(N=Nc2ccc(F)cc2)ccc2ccccc12
 : -2 | 8 | 4 | 1.0 | -5.7 | -6 | -5.7 | 0.2 | -6
CCCN(S(=O)(=O)c1ccc(OCC)cc1)S(=O)(=O)c1cccs1
 : -2 | -22 | -1 | -0.3 | -1.8 | 0 | 1.9 | 0.2 | -7
Cc1ccccc1-c1noc(CNC(=O)c2ccco2)n1
 : -3 | 26 | -4 | -0.2 | -4.7 | 3 | -2.0 | 0.0 | -3
Cc1ccccc1Nc1nc(N)c2ccccc2n1
 : 20 | 45 | 6 | -0.5 | -3.7 | -7 | -3.5 | 1.6 | -13
COc1ccc(S(=O)(=O)N2CCSC2)cc1C
 : 2 | 14 | -2 | -0.8 | -3.7 | -8 | -0.1 | -1.8 | -17
O=C(NCCNc1ccc([N+](=O)[O-])cc1C(F)(F)F)c1ccc(F)cc1
 : -5 | -35 | 5 | 4.0 | -4.8 | -3 | -3.2 | 1.1 | -1
CCOc1ccc(C(=O)Nc2ccccc2OC(F)F)cc1
 : -2 | 18 | -4 | -0.7 | -3.5 | 1 | -2.0 | -2.0 | -6
COc1ccccc1OCCC(=O)OCC(=O)NC(C)c1ccccc1 (stereo not given)
 : 4 | -6 | -14 | -0.1 | -1.6 | -2 | -4.2 | -1.1 | -7
